# Platelet DG rel – modulates dense granule release in human platelets | human platelet-rich plasma, SFLLRN dense granule ATP release, luminescence | inhibition, %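 (compounds screened at 7.5 µM in platelet-rich plasma)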 | hit rate 0.22% among 300,000;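 active = mean replicate score, as percent of positive control, at or above 50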
# HSF1 inh – HSF1 inhibition. AID 2098. NIH3T3-HGL HSE-luciferase, MG132-induced, luminescence 8 h; hits give low values. activity change, negative = inhibition, % at 7.5 µM (by protocol). hit rate 0.77% among 300,000;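 active = more than half of replicate wells show activity change below -50%, luminescence cut by over half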;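 also: luciferase reports HSF-1 transcriptional activity via heat shock element; 0% = median of DMSO wells and -100% = zero luminescence signal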
# AI-2 QS mod – modulators of Vibrio harveyi AI-2 quorum sensing system. hit rate 0.4% among 300,000. Vibrio harveyi JMH597 AI-2 luminescence/OD600 ratio, 9 h; hits give low values; strain lacks LuxN and CqsS sensors; 0 = neutral-control median. activity change, % at 7.5 µM; in the data active = activity change below about -75%, passing the limit was not always enough;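 also: luminescence divided by OD600 gain over 9 h not by final OD600 alone; inactives centre near 13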
# HSF1 activator – increases HSF-1 driven luciferase reporter signal. NIH3T3-HGL HSF-1 luciferase reporter, MG132, 8 h; 100% = twice DMSO control signal. activation, % at 9 µM. hit rate 1.7% among 300,000. AID 504408;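 active = mean replicate activation of at least 50% with a set share of replicates each reaching 50%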;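 also: 0% = median of the neutral control wells and 100% = twice that signal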
# SKKanGAS inh – blocks kanamycin growth of S. pyogenes SKKanGAS strain. BacTiter-Glo, 6 h. inhibition, % at 7.5 µM. hit rate 1.3% among 300,000;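 active = mean replicate score, as percent of positive control median, at least 50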;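 also: strain carries kanamycin resistance gene driven by streptokinase promoter and grows in 40 µg/ml kanamycin; loss of luminescence reflects streptokinase promoter inhibition or plain growth inhibition; 0% = median of DMSO wells and 100% = positive control at its reference dose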
# HIF act – HIF pathway transcriptional activation; U2OS HRE-luciferase reporter, luminescence; normalized: DMSO 0%, desferrioxamine 100%; activation, % at 7.5 µM (by protocol); hit rate 0.32% among 300,000; AID 1910;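 active = mean activation of at least 10% of the iron chelator positive control signal, with at least half of replicates also reaching 10%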
# aSyn UTR inh – MLPCN primary screen, SNCA 5' untranslated region; inhibition, % (tested at 7.5 µM); hit rate 0.82% among 300,000; AID 1813; alpha-synuclein 5'UTR reporter, inhibitor activity; in the data active = inhibition above about 60%;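 also: H4 neuroglioblastoma cells stably carrying SNCA 5'UTR luciferase fusion; 0% = DMSO wells and 100% = positive control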
# HSP90 inh – HSP90 refolding inhibition in rabbit reticulocyte lysate | AID 1789 | inhibition, % at 5.6 µM | luciferase refolding luminescence, 3 h | hit rate 0.91% among 290,000;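 active = inhibition above the screen-wide mean plus 3 SD, computed separately per campaign, cut at about 16% in these data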;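 also: 0% = DMSO wells and 100% = 60 µM geldanamycin wells; inhibitors lower the luminescence because luciferase stays unfolded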
# IEC-6 tox – counter-screen for KLF5 inhibitors: cytotoxicity in IEC-6 cells; IEC-6 cytotoxicity, luminescence viability; AID 1825; inhibition, % at 5 µM; hit rate 0.78% among 290,000; in the data active = inhibition above about 22%;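 also: 0% = plate median of test compound wells and 100% = cytotoxic reference compound wells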
# KLF5 inhibitor – suppresses KLF5 promoter-driven expression | AID 1700 | inhibition, % at 5 µM | DLD-1 KLF5 promoter-luciferase reporter, luminescence | hit rate 0.23% among 290,000;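 active = inhibition above a per-plate limit of that plate's mean compound inhibition plus 3 SD, cut at about 60% in these data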;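 also: 0% = DMSO wells and 100% = LY294002 at 200 µM; higher means less KLF5 promoter-driven luciferase light; inactives centre near -14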
# Starred values were filed as active, the others as inactive; · = no result given.
# Start of the data: the first 14 compounds as a preview:
SMILES,Platelet DG rel,HSF1 inh,AI-2 QS mod,HSF1 activator,SKKanGAS inh,HIF act,aSyn UTR inh,HSP90 inh,IEC-6 tox,KLF5 inhibitor
COc1ccc(CNC(=O)c2c(-c3cc(Cl)c(OC)c(Cl)c3)noc2C)cc1,12,-4,-6,2,1,·,-12,1,-1,-9
O=C(Nc1ccccc1C(F)(F)F)N1CCCC1c1cccnc1 (configuration not stated),4,-6,16,-8,-5,-0.3,4,-1,0,-2
C=CCC1(CC=C)CCCN1C(=O)C1CCC(=O)N(CCc2ccccc2)C1 (configuration not stated),-6,30,12,36,25,3.9,-181,-3,-2,-176
O=C(CSc1nnc(NC2CCCCC2)s1)Nc1ccc(N2CCOCC2)cc1,-9,7,7,4,-5,0.5,-14,1,-1,-31
COc1ccc(S(=O)(=O)n2ccc(-c3ccc4c(c3)CCC(C)(C)O4)n2)cc1,-27,7,18,9,-20,1.0,-103,-2,2,-17
Cc1ccc(S(=O)(=O)c2cccc(S(=O)(=O)N3CCCC3)c2)cc1S(=O)(=O)N1CCCC1,1,1,19,-6,2,0.0,6,1,-1,2
CC1(C)Cc2ccccc2-c2nc(NCCCO)n(-c3ccccc3)c(=O)c21,-5,4,23,-1,1,-0.2,-8,1,0,-40
Cc1ccc(OCC(O)CNC2CCCC2)c(C)c1 (configuration not stated),-3,-1,12,-6,4,0.0,3,-2,1,-50
CCCC(C(=O)NCc1ccco1)N(C(=O)CNS(=O)(=O)c1ccccc1)C1CCCC1 (configuration not stated),10,4,3,-4,1,-0.3,-7,2,1,-3
COc1ccc(C(=S)N2CCNCC2)cc1,4,-1,19,1,3,-1.3,-3,10,8,-11
S=C(NCCN1CCOCC1)Nc1ccc(Cl)cc1,-9,-5,5,16,-6,0.1,-21,7,1,-24
O=C1CC(NCc2ccco2)C(=O)N1CCc1ccccc1 (configuration not stated),8,-4,6,-12,-2,0.0,-27,1,-1,9
C=CCc1c(C)nc(-c2ccccc2)nc1N/N=C(\C)c1ccccc1,-12,11,23,14,3,1.0,-35,-5,2,-18
COC(=O)CCSCC(=O)Nc1ccc(C)c(S(=O)(=O)N2CCCCC2)c1,6,2,-13,12,2,-0.3,9,7,4,-20

# All compounds of this part (from the top)
SMILES,Platelet DG rel,HSF1 inh,AI-2 QS mod,HSF1 activator,SKKanGAS inh,HIF act,aSyn UTR inh,HSP90 inh,IEC-6 tox,KLF5 inhibitor
COc1ccc(CNC(=O)c2c(-c3cc(Cl)c(OC)c(Cl)c3)noc2C)cc1,12,-4,-6,2,1,·,-12,1,-1,-9
O=C(Nc1ccccc1C(F)(F)F)N1CCCC1c1cccnc1 (configuration not stated),4,-6,16,-8,-5,-0.3,4,-1,0,-2
C=CCC1(CC=C)CCCN1C(=O)C1CCC(=O)N(CCc2ccccc2)C1 (configuration not stated),-6,30,12,36,25,3.9,-181,-3,-2,-176
O=C(CSc1nnc(NC2CCCCC2)s1)Nc1ccc(N2CCOCC2)cc1,-9,7,7,4,-5,0.5,-14,1,-1,-31
COc1ccc(S(=O)(=O)n2ccc(-c3ccc4c(c3)CCC(C)(C)O4)n2)cc1,-27,7,18,9,-20,1.0,-103,-2,2,-17
Cc1ccc(S(=O)(=O)c2cccc(S(=O)(=O)N3CCCC3)c2)cc1S(=O)(=O)N1CCCC1,1,1,19,-6,2,0.0,6,1,-1,2
CC1(C)Cc2ccccc2-c2nc(NCCCO)n(-c3ccccc3)c(=O)c21,-5,4,23,-1,1,-0.2,-8,1,0,-40
Cc1ccc(OCC(O)CNC2CCCC2)c(C)c1 (configuration not stated),-3,-1,12,-6,4,0.0,3,-2,1,-50
CCCC(C(=O)NCc1ccco1)N(C(=O)CNS(=O)(=O)c1ccccc1)C1CCCC1 (configuration not stated),10,4,3,-4,1,-0.3,-7,2,1,-3
COc1ccc(C(=S)N2CCNCC2)cc1,4,-1,19,1,3,-1.3,-3,10,8,-11
S=C(NCCN1CCOCC1)Nc1ccc(Cl)cc1,-9,-5,5,16,-6,0.1,-21,7,1,-24
O=C1CC(NCc2ccco2)C(=O)N1CCc1ccccc1 (configuration not stated),8,-4,6,-12,-2,0.0,-27,1,-1,9
C=CCc1c(C)nc(-c2ccccc2)nc1N/N=C(\C)c1ccccc1,-12,11,23,14,3,1.0,-35,-5,2,-18
COC(=O)CCSCC(=O)Nc1ccc(C)c(S(=O)(=O)N2CCCCC2)c1,6,2,-13,12,2,-0.3,9,7,4,-20
CCN1CCC(N2CCN(c3ccccc3OC)CC2)CC1,-5,1,31,-17,1,-0.7,-5,-4,-2,-12
COc1ccccc1N=C(C)C1=C(O)COC1=O,-2,-7,20,-25,2,0.1,-5,2,2,8
Cc1[nH]nc2c1C(c1cccs1)C(C#N)=C(N)O2 (configuration not stated),-9,2,10,11,-7,0.2,-11,1,-8,-19
S=c1[nH]nc(-c2ccncc2)n1/N=C/c1ccccc1Cl,0,-6,18,-7,10,-0.5,18,11,0,-27
O=C1CN(C(=O)CSc2nc3ccccc3n2CCc2ccccc2)c2ccccc2N1,-1,1,18,12,-13,1.0,-3,1,-5,-7
Cc1cccn2c(=O)c(C=NCCO)c(Nc3ccc(Cl)cc3)nc12,-3,-1,8,-6,-20,0.0,-17,0,10,-20
O=C(NCCc1ccccc1)C1CCCN(S(=O)(=O)c2cnc[nH]2)C1 (configuration not stated),-13,-1,25,-5,-2,·,-12,2,2,-14
COc1cccc(-n2c(=S)sc3c(=O)n(-c4ccccc4OC)c(SCC4OCCO4)nc32)c1,1,6,17,32,8,-0.3,17,-2,-3,-4
Cc1ccc(-c2csc(NC(=O)C3=COCCO3)n2)cc1C,-3,14,4,31,2,-25,-176,·,·,·
CCn1cnc2c(oc3ccccc32)c1=O,4,3,18,7,7,2.4,-7,2,-4,-16
Cc1sc(NC(=O)c2cc(-c3ccc(Cl)cc3)nc3ccccc23)c(C(N)=O)c1C,0,-2,4,6,-9,-0.5,2,1,7,3
O=C(Oc1c(Cl)cc(Cl)c2cccnc12)c1cccs1,3,-11,8,3,92*,-0.2,17,5,0,-10
O=C(O)CN1C(=O)CC(Cc2ccc(Cl)cc2)C1=O (configuration not stated),6,-1,10,-9,-1,0.0,5,-2,0,-2
CCC(CC)C(=O)Oc1c(Sc2ccccc2[N+](=O)[O-])c(C)nn1C(C)(C)C,-19,6,20,-4,32,-0.4,37,-1,1,0
COC(=O)CCC(=O)Nc1ccc(NC(=O)CCC(=O)OC)cc1,13,-4,-7,-2,2,0.4,-9,-6,0,-33
COC(=O)C1N[C@@H]([C@@H](NC(=O)COc2ccccc2)C(=O)NCc2ccsc2)SC1(C)C (some centres not stated),-4,11,-1,31,0,-0.8,19,·,·,·
O=C(NCCS(=O)(=O)N1CCN(c2ccc(F)cc2)CC1)C12CC3CC(CC(C3)C1)C2,4,-3,18,7,-1,-1.4,42,·,·,·
Cc1c(NC(=O)COC(=O)C2=COCCO2)cccc1[N+](=O)[O-],6,-4,-2,9,-7,0.8,4,·,·,·
Cc1ccc(S(=O)(=O)CCC(=O)OCC(=O)NC2CCS(=O)(=O)C2)cc1 (configuration not stated),-2,-3,16,0,-10,-0.6,9,·,·,·
COc1cc(C(=O)O/N=C2\C=CC(=O)C=C2C)cc(OC)c1OC,2,1,28,0,·,-0.5,12,2,2,-30
CCNC(=O)C/C(C)=N/NC(=O)C(=O)Nc1ccc(CC)cc1,-2,2,21,5,3,0.5,-13,0,-4,-21
Cc1ccc(C(C)C)c(OCc2ccc(C(=O)N/N=C/c3cccc(O)c3O)cc2)c1,19,-49,179,-58,86*,70*,108*,8,41*,34
Cc1ccc(S(=O)(=O)Nc2ccc3c(c2)OCCO3)c(C)c1NS(C)(=O)=O,-1,-5,27,-9,1,1.2,-24,-5,2,-7
NC(=O)COC(=O)c1cc(-c2cccs2)nn1-c1ccccc1,-3,-3,-1,5,-1,0.2,13,2,-2,-8
COc1ccc(NC(=O)COC(=O)c2ccncc2)c(OC)c1,12,-2,12,-1,5,0.1,22,-2,-2,-18
O=C(/C=C/c1ccccc1)NCCS(=O)(=O)N1CCN(c2ccc(F)cc2)CC1,1,3,8,9,-5,-0.2,9,·,·,·
c1ccc(C2=Nn3c(nnc3-c3ccco3)SC2)cc1,3,-7,36,10,4,0.0,6,-2,1,-13
O=C(c1ccc(Br)o1)N1CCN(c2ccccn2)CC1,-2,-8,8,-2,-5,-0.6,-9,1,-3,-35
N/C(=N\OC(=O)c1ccccc1)c1ccncc1,-2,-27,15,-41,-4,1.6,-122,2,4,-45
CCS(=O)(=O)N1Cc2ccccc2CC1C(=O)OCC(=O)Nc1ccc(C)cc1 (configuration not stated),-1,1,19,3,5,0.1,0,1,-10,-32
Cc1ccc(C2CC(c3ccccc3Cl)n3nc(N)nc3N2)cc1 (configuration not stated),2,-5,24,-4,-2,0.3,-11,4,0,1
O=C(COC(=O)c1cccc(S(=O)(=O)N2CCOCC2)c1)Nc1ccc2c(c1)OCO2,-1,-11,25,-16,-5,0.5,-6,0,-2,-15
COc1ccc(N2C(=O)C(F)(F)C2c2cccc(F)c2)cc1 (configuration not stated),-1,-4,24,17,-5,-1.3,8,0,2,-47
COc1ccc(N(C(=O)CNC(=O)c2cccs2)C(C(=O)NCC2CCCO2)c2ccccc2)cc1 (configuration not stated),0,0,29,-11,-4,-0.3,19,1,-4,0
Cc1cc(C)n(-c2nc3ccccc3nc2NCCc2ccccc2)n1,-10,9,21,28,17,-0.4,3,-2,-1,-5
O=C1C(C=Nc2ccccc2)=C(O)c2ccccc21,34,17,-2,54*,9,4.5,-78,17*,4,-47
CC1(c2ccccc2Cl)NC(=O)N(CC(=O)Nc2ccccc2OC(F)F)C1=O (configuration not stated),5,-5,19,-5,-2,-1.3,1,0,-3,-34
COc1cc(/C=N/NC(=O)c2cccnc2)ccc1OC(=O)c1ccc2c(c1)OCO2,3,10,35,-1,0,-0.7,-54,1,2,-36
O=C(NCC(c1cccnc1)N1CCN(c2ccc(F)cc2)CC1)c1cccc(Cl)c1 (configuration not stated),-16,8,34,18,6,-0.4,-2,1,3,-20
COc1ccc(N2CCN(C3CCCCC3NS(=O)(=O)c3ccc(Cl)cc3)CC2)cc1 (configuration not stated),-4,4,-18,8,1,-0.2,22,-2,0,-8
COc1ccc(OCCC(=O)OCC(=O)Nc2cccc(S(=O)(=O)N3CCOCC3)c2)cc1,5,2,0,-3,-8,-0.4,11,-1,1,-35
COc1cccc(/C(O)=C/c2nc3ccc(C(=O)NCCc4cccc(C)c4)cc3[nH]c2=O)c1,6,15,7,24,32,1.4,-32,0,6,-39
O=C(Nc1ccc2nc3n(c(=O)c2c1)CCCC3)c1cccc([N+](=O)[O-])c1,17,4,2,7,2,1.1,-103,0,-2,-13

# Screening results from PubChem BioAssay.

# An unsorted share of the library (roughly 6% active in at least one column).
